Bioassay records: PubChem BioAssay, National Center for Advancing Translational Sciences (NCATS)
IMPase Li cell – qHTS Assay for Identifying the Cell-Membrane Permeable IMPase Inhibitors: Potentiation with Lithium; 0.35% of 210,000 active; CHO-M1 cells, IP1 TR-FRET (IP-One), carbachol + lithium; Potency, µM (series often up to 59.4 µM), inactives show at the top dose activity, negative = IMPase inhibition, actives largely listed as inhibitors;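 note: IP1 builds up when IMPase is blocked and the TR-FRET signal falls; potency is the fitted concentration of half-maximal effect; plate controls were basal vehicle for no effect and high inhibitor control for full effect; nearly all actives have a fitted effect of over 50% in size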
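Readout is a homogeneous TR-FRET IP1 immunoassay (Ex 320, Em 665 and 620), where raised cytosolic IP1 lowers signal. Cells were CHO-M1 treated 30 min at 37C with test compounds plus a little lithium; AC50 values came from Hill-equation fitting.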
Lamin A splicing – qHTS Assay for Modulators of Lamin A Splicing; HeLa LMNA splicing GFP/RFP minigene ratio, 48 h; Potency, µM (top dose mostly 46.1 µM), inactives show at the top dose ratio change, negative = inhibition, actives largely listed as inhibitors; 0.01% of 200,000 active; AID 1487, 2009; active = well fitted inhibition curve with a large enough effect in the signal ratio, with a control signal flat, not every such curve was filed as active; inconclusive = small, poorly fitted or top-dose-only effect, or effect the other way, or a change in a side signal; the % refers to the signal ratio; note: potency is the fitted concentration of half-maximal effect; % is set by controls: 0 for no effect and ±100 for the full control effect
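S3 HeLa stable clones carrying a lamin A-EGFP splicing minigene plus DsRed2 were seeded at 600 cells/well in Opti-MEM with 2% FBS, pin-dosed and incubated 48 h at 37°C. Acumen cytometry (488 nm) gave the GFP/RFP total-intensity ratio.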
SMN2 splice up – qHTS Assay for Enhancers of SMN2 Splice Variant Expression | HEK293 SMN2-luciferase splicing reporter, luminescence, 30-36 h | AID 1458, 2008 | Potency, µM (highest dose often 46.1 µM), for inactives: at the highest dose activity change, positive = activation, usual class: activators | 2.8% of 210,000 active; note: potency is the fitted concentration of half-maximal effect; % of control where 0% means no effect; nearly all actives have a fitted effect of over 55% in size
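qHTS luciferase splicing reporter: luminescence rises when SMN2 exon 7 is included in transfected HEK293 cells. Compound exposure lasted 30-36 h at 37C, with 4.5 mM final sodium butyrate as control, followed by a ONE-Glo read.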
HttQ103 aggreg – qHTS Multiplex Assay to Identify Dual Action Probes in a Cell Model of Huntington: Aggregate Formation (GFP); Potency, µM (titrated, usually from 46.1 µM), for the others: at the highest dose activity change, negative = inhibition, usual class: inhibitors; PC12 HttQ103-GFP aggregates, Acumen cytometry, 40 h; AID 1688, 2009; 1.1% of 220,000 active; note: potency is the fitted concentration of half-maximal effect; % is set by controls: 0 for no effect and ±100 for the full control effect; nearly all actives have a fitted effect of over 60% in size
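Quantitative HTS on tebufenozide-induced (100 nM) PC12 cells stably expressing polyQ103 Huntingtin exon 1–GFP. Reduction of bright GFP aggregates, detected by laser scanning cytometry after lysis, identified actives across the titration.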
Luc counter – Counterscreen for Luciferase (Kinase-Glo TM) Inhibition. Luciferin 4-monooxygenase (Photuris pensylvanica), Q27757. Kinase-Glo luciferase, ATP luminescence, 8 min. Potency, µM (series often up to 38.3 µM), inactives show at the highest dose activity change, negative = inhibition, hits mostly inhibitors. 0.28% of 200,000 active. AID 1379, 2008; note: potency is the fitted concentration of half-maximal effect; % is set by controls: 0 for no effect and ±100 for the full control effect; nearly all actives have a fitted effect of over 60% in size
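Compounds were added to a substrate mix at pH 7.2 (50 mM imidazole, 10 uM ATP, within the enzyme's linear range), followed by Kinase-Glo detection reagent; luminescence was measured after 8 minutes at ambient temperature.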
CBFb-RUNX1 inh – qHTS Assay for Compounds Blocking the Interaction Between CBF-beta and RUNX1 for the Treatment of Acute Myeloid Leukemia; Runt-related transcription factor 1 (Homo sapiens) + Core-binding factor subunit beta …; AlphaScreen CBFb-His/RUNX1-biotin binding, biochemical; Potency, µM (doses to about 59.8 µM), for the others: top-dose activity, negative = inhibition, usual class: inhibitors; 230,000 tested, under 10 active; note: % of control where 0% means no effect
Target sequence (Q01196 whole entry, looked up): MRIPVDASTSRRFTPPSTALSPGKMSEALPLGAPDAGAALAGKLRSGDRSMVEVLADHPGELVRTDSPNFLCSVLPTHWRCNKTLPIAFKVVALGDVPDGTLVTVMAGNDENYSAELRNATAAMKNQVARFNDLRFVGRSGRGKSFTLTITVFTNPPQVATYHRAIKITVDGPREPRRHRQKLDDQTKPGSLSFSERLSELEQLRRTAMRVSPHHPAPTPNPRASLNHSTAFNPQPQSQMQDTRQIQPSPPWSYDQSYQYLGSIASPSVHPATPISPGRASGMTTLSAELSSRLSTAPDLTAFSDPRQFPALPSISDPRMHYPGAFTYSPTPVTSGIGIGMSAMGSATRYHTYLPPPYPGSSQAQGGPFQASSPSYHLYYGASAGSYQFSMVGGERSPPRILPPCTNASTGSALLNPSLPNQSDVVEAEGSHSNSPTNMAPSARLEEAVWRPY
Target sequence (Q13951 whole entry, looked up): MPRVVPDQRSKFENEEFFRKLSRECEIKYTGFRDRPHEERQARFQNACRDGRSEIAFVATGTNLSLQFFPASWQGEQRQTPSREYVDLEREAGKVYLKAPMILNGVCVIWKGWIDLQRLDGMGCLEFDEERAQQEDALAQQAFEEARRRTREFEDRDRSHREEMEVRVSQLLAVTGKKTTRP
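Bead-based AlphaScreen assay; binding partners His-tagged CBF-beta and biotinylated RUNX1 at 30 nM each. Compound exposure 15 min after a 20-min protein preincubation; bead step 90 min; all steps at room temperature.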
HTT ATP protect – qHTS Multiplex Assay to Identify Dual Action Probes in a Cell Model of Huntington: Cytoprotection (ATP) | Potency, µM (top dose mostly 56.4 µM), for inactives: cytoprotection (ATP increase), usual class: activators | AID 1471, 2008 | 0.14% of 230,000 active | PC12 HTT-Q103 induced, cytoprotection, ATP luminescence, 40 h;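 note: potency is the fitted concentration of half-maximal effect; % of control where 0% means no effect; nearly all actives have a fitted effect of over 45% in size; toxic huntingtin expression switched on by the ecdysone agonist tebufenozide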
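Cells were plated at 1500 per well in phenol red-free DMEM with 5% equine and 5% calf serum. Tebufenozide (100 nM final) and compounds were added, then ATPlite reagent, and luminescence was read.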
Active calls of the source: *; ? = inconclusive; . = not tested or not shown; & = joins results of further samples; [ ] = dose if it differs, or a comment. Unless noted, calls come from the whole dose curve; as a rule, active = well fitted curve in the direction sought with a large enough effect; inconclusive = small, poorly fitted or top-dose-only effect, or another doubt; inactive = no such curve, though single readings can be large; an effect the other way counts as inactive or inconclusive.

SMILES | IMPase Li cell | Lamin A splicing | SMN2 splice up | HttQ103 aggreg | Luc counter | CBFb-RUNX1 inh | HTT ATP protect
COc1cc(C(=O)N2CCC(NC(=O)C(Cc3ccc(C(C)C)cc3)NC(C)=O)CC2)cc(OC)c1OC (configuration not stated) | -1%[38.3 µM] | 10% | -16% | 10% | -1% | 3% | -2%
CCN(CC)CCCN(Cc1cc2ccc(C)c(C)c2[nH]c1=O)C(=O)NC1CCCCC1 | -4%[38.3 µM] | -6% | -12% | 12% | -5% | 2% | -16%
O=C(/C=C/c1ccc(Cl)c(Cl)c1)n1cccn1 | -12%[38.3 µM] | 12% | -5% | 9% | -13% | 5% | -7%
CCn1c(=S)sc2c(=O)n(-c3ccccc3)c(SC)nc21 | . | ? | . | -17% | . | 1% | 9%[0.074 µM]
Cc1c(C2C(C#N)=C(N)OC3=C2C(=O)CCC3)cnn1C (configuration not stated) | -9% | -3% | 4% | 11% | 14% | 3% | .
CCN(CC)S(=O)(=O)c1ccc(NC2c3ccccc3C(=O)N2Cc2ccc3c(c2)OCO3)cc1 (configuration not stated) | 8%[38.3 µM] | -3% | -8% | -11% | 1% | -9% | -24%
O=C(Nc1ccccc1)Nc1cc(OCC(F)(F)F)cc(OCC(F)(F)F)c1 | 6% | ? | -60%[inhibitor] | ? | 0% | 8% | -12%[10 µM]
Cc1cc(C(=O)C(C)Sc2cccc[n+]2[O-])c(C)n1-c1ccc(Cl)cc1 (configuration not stated) | 8% | ? | -32%[inhibitor] | -18% | -2% | -10% | -18%
O=C(O)C1C2C=CC(O2)C1C(=O)NCCc1cccc(Cl)c1 (configuration not stated) | -3% | ? | -13% | -25%[9.22 µM] | -1% | -3% | -8%
CCCCCOc1ccc(NC(=O)CCCC(=O)O)cc1 | -4% | -5% | 7% | 8% | 9% | 7% | 19%[10 µM]
CCOc1ccc(NC(=O)CC2C(=O)N(CC)C(=S)N2CCNC(C)=O)cc1 (configuration not stated) | 3% | -3% | -9% | 27% | 1% | 1% | .
CCN1CCN(C(=O)CSc2cc(=O)n(CC)c3ccccc23)CC1 | 41%[activator][38.3 µM] | ? | 24% | ? | -2% | 2% | 0%
COC(=O)c1ccccc1NC(=O)CN1CCC(n2nnc3cc(C)ccc32)CC1 | 11%[38.3 µM] | ? | -1% | 24% | 2% | -1% | -16%[10 µM]
COc1cc(O)cc(OC)c1OC | 3% | -15% | 4% | . | -3% | . | .
CCCc1cc(=O)[nH]c(Nc2ccc(N3CCCCC3)cc2)n1 | 30%[38.3 µM] | -15% | -43%[inhibitor] | ? | -1% | -17% | -22%[0.074 µM]
CCOC(=O)N1CCN(c2c(NCCN3CCN(Cc4ccccc4)CC3)c(=O)c2=O)CC1 | 3%[38.3 µM] | 7% | -7% | -4% | -1% | -1% | -5%
COc1ccc(/C=N/NC(=O)CCCOc2ccc(Cl)cc2Cl)cc1[N+](=O)[O-] | 29%[38.3 µM] | -2% | -33%[inhibitor] | 2% | 1% | -6% | -3%
Cc1c(Cl)cccc1NC(=O)N1CCCC1 | -2% | 10%[46 µM] | . | 25%[9.22 µM] | 0% | 7% | 20%[10 µM]
CC(=O)/C(C(=N)N1CCN(Cc2ccccc2)CC1)=C(\C)O | 23%[38.3 µM] | -4% | 12% | -8% | -2% | 3% | -8%
Cc1cc(C)c2c(c1)/C(=N/NC(=O)c1cc(C)oc1C)CCC2 | 2% | 13% | 3% | -4% | -3% | -2% | 12%[10 µM]
O=C(O)c1ccc(N=Nc2c(O)[nH]c3ccccc23)cc1 | . | ? | . | -11%[9.22 µM] | . | -7% | -24%[10 µM]
O=c1cc(N2CCC3(CC2)OCCO3)[nH]c(=O)n1-c1ccc(Br)cc1 | 4% | -1% | 20% | -16% | 0% | 1% | 7%[10 µM]
CC1CCN(c2ccc(S(=O)(=O)Nc3cc(C(=O)O)cc(C(=O)O)c3)cc2[N+](=O)[O-])CC1 | 8%[38.3 µM] | 3%[0.0737 µM] | -16% | 2% | 4% | 0% | -21%
CC(C)(C)NC(=O)C(Cc1ccccc1)NS(=O)(=O)c1ccc2c(c1)CCC(=O)N2 (configuration not stated) | 4%[38.3 µM] | 17% | 3% | 12% | -2% | 0% | -7%
COc1ccccc1COCC(O)CN(Cc1ccco1)Cc1ccccc1O (configuration not stated) | 1% | -29% | -4%[1.84 µM] | ? | 0% | 5% | -12%[10 µM]

Reprinted at random: 2 records from the list, in no set order.
SMILES | IMPase Li cell | Lamin A splicing | SMN2 splice up | HttQ103 aggreg | Luc counter | CBFb-RUNX1 inh | HTT ATP protect
CCCCCOc1ccc(NC(=O)CCCC(=O)O)cc1 | -4% | -5% | 7% | 8% | 9% | 7% | 19%[10 µM]
Cc1cc(C)c2c(c1)/C(=N/NC(=O)c1cc(C)oc1C)CCC2 | 2% | 13% | 3% | -4% | -3% | -2% | 12%[10 µM]

The listing continues.
SMILES | IMPase Li cell | Lamin A splicing | SMN2 splice up | HttQ103 aggreg | Luc counter | CBFb-RUNX1 inh | HTT ATP protect
Oc1c(I)cc(I)c2cccnc12 | 5%&9% | ? | -7%&-55% | ? | -1%&-6% | -20%&-9% | -59%[inhibitor]
CCc1cccc2c(C(=O)COC(=O)C3=NNC(=O)CC3)c[nH]c12 | 5% | ? | -1% | -7%[9.22 µM] | -3% | 5% | -22%[1.9 µM]
Oc1cccc(Nc2ccccc2)c1 | -5% | . | 2% | . | . | 4%[21.7 µM] | -49%[inhibitor]
C/C(CC(=O)Nc1ccccn1)=N\NC(=O)c1ccc(C)cc1 | 3% | -9% | -7% | 14% | 6% | -12% | -14%[10 µM]
O=C(Nc1ccccn1)C(=O)N1CCCCC1 | 0% | 2% | 27% | 4% | 2% | -3% | 8%[10 µM]
CN(c1ccccc1)S(=O)(=O)c1ccc(NC(=O)C2CCCCC2C(=O)O)cc1 (configuration not stated) | 8%[38.3 µM] | 5% | -21% | 25% | 0% | -2% | -18%
O=C(CCCCCNc1nc(=S)[nH]c2ccccc12)N1CCN(c2ccccn2)CC1 | 5%[38.3 µM] | -11% | -38%[inhibitor] | -31% | 0% | 1% | -60%[inhibitor]
CC[C@@H]1CC=C[C@H]2[C@H]1C(=O)N(Cc1ccccc1)[C@H]2c1cc(C)ccc1F | . | . | . | ? | . | ? | -40%[10 µM]
COc1ccc(C(=O)Nc2ccc(C)cc2C(=O)c2ccccc2)cc1 | 20% | -4% | -6% | -5% | 3% | -7% | 27%[10 µM]
CC(=O)c1ccc(NC(=S)Nc2cccc3cnccc23)cc1 | . | . | . | -9%[9.22 µM] | . | 10% | -63%[inhibitor][10 µM]
O=S(=O)(c1ccc(NC(=S)Nc2ccc(OC(F)F)cc2)cc1)N1CCOCC1 | 1% | ? | ? | -20% | 3% | 5% | 12%[10 µM]
COCCn1c(SCC(=O)c2[nH]c(C)c(C(C)=O)c2C)nc2ccccc21 | 32%[activator][38.3 µM] | -5% | -12% | -7% | 0% | -4% | 15%
C=CCn1c(SCC(=O)NCc2ccccc2)nnc1-c1ccccc1O | 34%[activator][38.3 µM] | 0% | ? | -16% | 4% | 1% | 1%
Cc1c(Cl)c([N+](=O)[O-])nn1CC(=O)N1CCCC1 | -8% | -9% | 5% | 5% | -2% | -18% | .
COc1ccc(NC(=O)CSc2nnc(CCC(=O)Nc3ccc(C)c(Cl)c3)n2C)cc1 | -2% | -1% | -4% | -1% | 4% | 7% | 20%[10 µM]
O=C1C2CCCN2c2ccc(S(=O)(=O)N3CCOCC3)cc2N1Cc1ccccc1F (configuration not stated) | 12%[38.3 µM] | 5% | -4% | -1% | -1% | -6% | -27%
Cc1ccc(C(=O)N/C(=C\c2ccc(-c3cc(Cl)ccc3Cl)o2)C(=O)NCc2cccnc2)cc1 | 0%[38.3 µM] | 3%[0.0737 µM] | 8% | -1% | -1% | -7% | 7%
CCN(CC)CCCOc1nc(C)nc2c1oc1ccccc12 | -1%[38.3 µM] | 3% | -19% | 0% | 10% | 5% | -26%[0.074 µM]
O=C1c2[nH]nc(-c3ccccc3O)c2C(c2cccc(Cl)c2)N1CC1CCCO1 (configuration not stated) | 29%[38.3 µM] | -15% | -6% | 13% | -2% | 0% | 17%[10 µM]
CC(=O)Nc1cccc(NC(=O)CCn2cnc3cc(C)c(C)cc32)c1 | 7%[38.3 µM] | 2% | -21% | 3% | -6% | 5% | -9%[10 µM]
CC(C)(C)OC(=O)NCCc1nnc(SCc2c(Cl)cccc2Cl)o1 | 4%[38.3 µM] | ? | -16% | -8% | -1% | 0% | -8%
CCCCNS(=O)(=O)c1ccc2nc(SCC(=O)c3ccc(C#N)cc3)[nH]c2c1 | -5%[38.3 µM] | -1% | -21% | 23% | 1% | -4% | -23%
Cn1nc(C(F)(F)F)cc1-c1ccc(S(N)(=O)=O)s1 | . | . | . | -16%[9.22 µM] | . | 11% | -11%[10 µM]

Structures above with a COOH group, in the order listed:
SMILES | IMPase Li cell | Lamin A splicing | SMN2 splice up | HttQ103 aggreg | Luc counter | CBFb-RUNX1 inh | HTT ATP protect
O=C(O)C1C2C=CC(O2)C1C(=O)NCCc1cccc(Cl)c1 (configuration not stated) | -3% | ? | -13% | -25%[9.22 µM] | -1% | -3% | -8%
CCCCCOc1ccc(NC(=O)CCCC(=O)O)cc1 | -4% | -5% | 7% | 8% | 9% | 7% | 19%[10 µM]
O=C(O)c1ccc(N=Nc2c(O)[nH]c3ccccc23)cc1 | . | ? | . | -11%[9.22 µM] | . | -7% | -24%[10 µM]
CC1CCN(c2ccc(S(=O)(=O)Nc3cc(C(=O)O)cc(C(=O)O)c3)cc2[N+](=O)[O-])CC1 | 8%[38.3 µM] | 3%[0.0737 µM] | -16% | 2% | 4% | 0% | -21%
CN(c1ccccc1)S(=O)(=O)c1ccc(NC(=O)C2CCCCC2C(=O)O)cc1 (configuration not stated) | 8%[38.3 µM] | 5% | -21% | 25% | 0% | -2% | -18%
